OX1R antag-1: human HCRTR1 antagonism; O43613; CHO/OX1R cells, Fluo-8 calcium fluorescence, orexin A; inhibition, % at 5 µM; 0.43% of 330,000 active; AID 434989;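 active means inhibition above its plate's threshold, mean inhibition of all tested compounds on the plate plus 3 SD, cut at about 37% in these data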;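 further: 0% = orexin A challenge wells and 100% = SB-334867-A antagonist wells; not every result past the cut was called active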
Target sequence (O43613 whole entry, looked up): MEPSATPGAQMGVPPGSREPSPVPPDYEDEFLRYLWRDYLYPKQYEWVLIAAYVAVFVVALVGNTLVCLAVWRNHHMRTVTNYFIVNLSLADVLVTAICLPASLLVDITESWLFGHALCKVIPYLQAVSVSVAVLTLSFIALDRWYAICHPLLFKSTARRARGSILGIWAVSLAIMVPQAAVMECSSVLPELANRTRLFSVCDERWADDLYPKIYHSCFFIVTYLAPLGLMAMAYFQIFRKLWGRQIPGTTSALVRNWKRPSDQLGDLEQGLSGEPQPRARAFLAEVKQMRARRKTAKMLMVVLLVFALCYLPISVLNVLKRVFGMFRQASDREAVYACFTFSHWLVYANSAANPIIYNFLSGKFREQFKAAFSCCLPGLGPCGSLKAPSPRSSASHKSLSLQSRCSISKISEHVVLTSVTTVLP
CHT allo act: human CHT allosteric activation; 0.49% of 310,000 active; CHT-expressing cells, membrane potential dye, choline EC20; active compounds read high; LV-AA mutant CHT in HEK293 cells; B-score at 10 µM; Q9GZV3;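 active means initial fluorescence not abnormally high and integrated response B-score, plate-corrected, over 3 SD above library mean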
Target sequence (Q9GZV3 whole entry, looked up): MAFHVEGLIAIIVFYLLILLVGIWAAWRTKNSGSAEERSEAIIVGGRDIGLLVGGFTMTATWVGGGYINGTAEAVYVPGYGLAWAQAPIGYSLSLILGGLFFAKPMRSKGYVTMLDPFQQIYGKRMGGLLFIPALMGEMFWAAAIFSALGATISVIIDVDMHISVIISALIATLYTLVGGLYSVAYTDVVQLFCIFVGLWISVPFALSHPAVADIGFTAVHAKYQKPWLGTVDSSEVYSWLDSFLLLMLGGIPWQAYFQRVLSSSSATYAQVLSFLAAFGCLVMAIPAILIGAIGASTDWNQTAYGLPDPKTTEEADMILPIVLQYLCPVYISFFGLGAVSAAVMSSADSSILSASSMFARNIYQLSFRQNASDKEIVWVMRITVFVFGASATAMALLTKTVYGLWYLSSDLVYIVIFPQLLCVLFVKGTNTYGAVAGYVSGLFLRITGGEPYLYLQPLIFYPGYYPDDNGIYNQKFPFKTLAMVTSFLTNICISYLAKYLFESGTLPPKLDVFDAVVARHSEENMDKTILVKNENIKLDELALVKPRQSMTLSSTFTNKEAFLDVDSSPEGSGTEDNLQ
OX1R antag-2: OX1R (human) antagonism | OX1R-expressing cells, FRET antagonist read-out | inhibition, % at 6.6 µM | 1.8% of 330,000 active | AID 485270; in the data active means inhibition mostly above about 38%, no sharp cut-off; inactive means mostly below about 40%;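 further: 0% = agonist challenge alone and 100% = reference antagonist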
Starred values were filed as active, the others as inactive; i = inactive; nt = not tested or not shown.

SMILES | OX1R antag-1 | CHT allo act | OX1R antag-2
CC1(C)OC(=O)C(=CNCCc2ccc(O)cc2)C(=O)O1 | -8 | i | 4
Brc1cnc(N2CCCC2)nc1N1CCOCC1 | -3 | i | 11
CCn1c(C)nc2cc(C(=O)N=Nc3c(O)[nH]c4c(C)cc(C)cc34)ccc21 | -30 | i | 43
CCc1ccc(NC(=O)Cn2nc(C(F)(F)F)c3c2CCC3)cc1 | 1 | i | 24
O=C1NCCO1 | -1 | i | 1
Cc1ccc(NC(=O)/C=C/C(=O)O)c([N+](=O)[O-])c1 | 6 | i | 33
CCOC(=O)c1c(C)c(C(=O)NCc2ccco2)c(C)n1C | -14 | i | 8
CN1c2ccccc2C(=O)/C(=C\Nc2ccc(F)cc2F)S1(=O)=O | -22 | i | -3

Other compounds follow:
SMILES | OX1R antag-1 | CHT allo act | OX1R antag-2
Cc1ccc(O)c(Nc2c3ccccc3nc3ccccc23)c1 | -34 | i | 8
COc1cccc(N2CCN(C3CC(=O)N(c4ccc(C)c(Cl)c4)C3=O)CC2)c1 (centres undefined) | -33 | i | -5
C=CCn1c(C)c(/C=C/c2cc[n+](C)cc2)c2ccccc21 | 1 | i | 48*
O=C(Cc1cccs1)N/N=C/C=C/c1ccccc1 | 7 | i | 7
COc1cc(/C=C/c2ccc3cccc(OC)c3n2)c(O)c([N+](=O)[O-])c1 | -18 | i | 11
O=C1N(c2ccc(Cl)c(Cl)c2)CN(Cc2ccccc2)CN1n1cnnc1 | 7 | i | 5
Cc1ccc(C2CC(=O)Nc3sc(C(N)=O)c(N)c32)cc1 (centres undefined) | -18 | i | 15
O=C1CCN(Cc2ccc(O)cc2)CCN1[C@H](CO)Cc1ccccc1 | -14 | i | 21

The list continues:
SMILES | OX1R antag-1 | CHT allo act | OX1R antag-2
COC(=O)[C@@H](NC(=O)NCCC1=CCCCC1)C(C)C | -7 | i | 4
CCOC(=O)C(=O)Nc1nnc(C2CCCCC2)s1 | -4 | i | 8
N#CC1=C(N)SC(N)=C(C#N)C1C1C=CCCC1 (centres undefined) | -14 | i | 19
Cc1ccc(NC(=O)CCNS(=O)(=O)c2ccc(OC(F)(F)F)cc2)c(O)c1 | -13 | i | 23
COc1ccc(C(=O)CSc2nnc(-c3cnccn3)n2Cc2ccco2)cc1 | -21 | i | 17
O=C(/C=C/c1ccc(Br)o1)NCc1ccccc1 | -7 | i | 11
O=C(COc1ccc(Cl)cc1)Nc1ccc2c(c1)nc1n2CCOC1 | -6 | i | 3
Cc1cc(NC(=O)CCN2CCC(C(N)=O)CC2)ccc1Br | -2 | i | 9

Remaining list, next part
SMILES | OX1R antag-1 | CHT allo act | OX1R antag-2
COc1ccc(N2CCN(S(=O)(=O)c3cccc4nsnc34)CC2)cc1 | -13 | i | 17
CCCn1c(C(=O)OC)cc2c1ccn2-c1ccc(F)cc1 | -30 | i | 4
O=C(OC(C(=O)NCc1cccs1)c1ccccc1Cl)c1ccco1 (centres undefined) | -9 | i | 4
Cc1ccc(COC(=O)CCCN=C2NS(=O)(=O)c3ccccc32)cc1 | -7 | i | 15
O=c1cc(-c2ccc(F)cc2)oc2ccccc12 | -10 | i | 21
O=C(Nc1ccc(N2CCOCC2)cc1Cl)C1CCN(C(=O)OCc2ccccc2)CC1 | 10 | i | 6
CCCCN(C)CCCNC(=O)c1cc(-c2cccs2)nc2ccccc12 | -22 | i | 13
O=C(NCCc1c[nH]c2ccccc12)C1CCN(S(=O)(=O)c2ccccc2F)CC1 | -8 | i | 18

Remaining list, next part.
SMILES | OX1R antag-1 | CHT allo act | OX1R antag-2
Cc1sc(NC(=O)c2ccc(OCC(C)C)cc2)c(C(N)=O)c1-c1ccc(Cl)cc1Cl | -19 | i | 8
O=C(O)CCC(NC(=O)C1CCCN1C(=O)OCc1ccccc1)C(=O)O (centres undefined) | -2 | i | 11
COc1ccc(NS(=O)(=O)c2ccc(NC(=S)NC(=O)CC(C)C)cc2)cc1 | 50* | i | 41
CCCCOC(=O)CN1C(=O)c2ccc(C(=O)OCCCC)cc2C1=O | -16 | i | 23
COC(=O)c1cc(-c2ccccc2)on1 | 4 | i | 14
CCOc1ccc(C(=O)NCC(=O)OCc2c(C)noc2C)cc1 | -6 | i | 8
CCOc1ccc(NS(=O)(=O)c2ccc3c(c2)N(C(C)=O)CCS3)cc1 | 9 | i | 16
Cc1ccc(S(=O)(=O)N2CCOCC2)cc1C(=O)NCC1CCCCC1 | -9 | nt | 2

Continued.
SMILES | OX1R antag-1 | CHT allo act | OX1R antag-2
CCc1ccc(C2c3[nH]c4ccccc4c3CCN2C(=O)c2cc[n+]([O-])cc2)cc1 (centres undefined) | 6 | i | 20
C=CC[C@H](CC(=O)N(CCO)Cc1ccccc1)C(=O)N[C@@H](COC(=O)[C@@H](CC=C)CC(=O)OC(C)(C)C)Cc1c[nH]c2ccccc12 | 15 | nt | 1
Cc1cc(C)c2cc(C#N)c(NCCCNC(=O)CCC(=O)O)nc2c1 | -7 | i | 17
O=C(C1Cc2ccccc2CN1S(=O)(=O)c1ccc(F)cc1)N1CCOCC1 (centres undefined) | -10 | i | 12
O=C(COc1ccccc1)Nc1ccc2c(c1)C(=O)N(CC1CCCO1)C2=O (centres undefined) | -12 | i | 21
Cc1cccc(C(=O)NNC(=S)NC(=O)c2cccs2)c1 | 32 | i | 12
O=c1cc(CN2CCC(Cc3ccccc3)CC2)nc2sccn12 | -11 | i | 37
CCOC(=O)Cn1nc(C)n(-c2ccc(C(C)C)cc2)c1=O | -7 | i | 3

Additional results.
SMILES | OX1R antag-1 | CHT allo act | OX1R antag-2
O=C1c2ccccc2CCC12N=NCC2c1ccccc1 (centres undefined) | -2 | i | 6
CCOC(=O)C1CCN(C(=O)C2COc3ccccc3O2)CC1 (centres undefined) | -11 | i | 26
COc1ccc2[nH]cc(CC(=O)O)c2c1 | 3 | i | 13
CCN1c2ccccc2NC2C1C(C(C)=O)C(=O)N2c1ccc(Cl)cc1 (centres undefined) | 21 | i | 15
COc1ccccc1N1CCN(C2CCCC(C)C2)CC1 (centres undefined) | -14 | i | 6
CCc1cc2c(CN3CCN(CCO)CC3)cc(=O)oc2cc1O | -14 | i | 10
Cc1ccc(SC/C(O)=C(\C#N)c2nc3ccccc3n2C)cc1 | -20 | i | 31
CC(=O)N=c1n(C)c2ccccc2n1CCOc1ccccc1 | -17 | i | 17

(cont.)
SMILES | OX1R antag-1 | CHT allo act | OX1R antag-2
CC(C)N1C(=S)SC(C)(C)C1NO (centres undefined) | -7 | i | 18
C/C=C/c1ccc(OCCOCCNCc2ccccc2)c(OC)c1 | -33 | i | -12
Cc1ccc2cc(CN(CC3CCCO3)C(=S)NCc3ccco3)c(=O)[nH]c2c1C (centres undefined) | -28 | i | 17
Cc1[nH]c2ccccc2c1C(=O)CN1C(=O)C(=O)N(C2CCCC2)C1=O | -8 | i | 26
Cc1cc2nc(-c3ccc(SCc4ccc(C#N)cc4)nc3)[nH]c2cc1C | 3 | i | 53
O=c1cnnc(Nc2cccc(F)c2)[nH]1 | -15 | i | 20
CC(C)CN1C(=O)C(=O)N(CC(=O)N2CCC(Cc3ccccc3)CC2)C1=O | -6 | i | -2
Cc1ccccc1C(=O)OCn1nnc2ccccc2c1=O | -29 | i | -3

Next section
SMILES | OX1R antag-1 | CHT allo act | OX1R antag-2
NC(N)=Nc1nc(CSCC/C(N)=N/S(N)(=O)=O)cs1 | -9 | i | 14
O=C(NCc1ccccc1)c1nc(S(=O)(=O)Cc2ccccc2)ncc1Cl | 34 | i | 29
COc1ccc(CCNC(=O)CN2C(=O)CCSc3ccccc32)c(OC)c1 | -20 | i | 5
CCOC(=O)C1=C(C)c2ccccc2OC1(C)C(=O)OCC (centres undefined) | -7 | nt | 17
O=C(NNC(=O)c1ccc(Br)s1)c1csc(N2CCOCC2)n1 | 0 | nt | 3
CCc1ccc(Sc2cc(C(=O)NCCN3CCOCC3)c3ccccc3n2)cc1 | -23 | i | 16
CC(C)=C(NC(=O)c1ccccc1)C(=O)NC(Cc1ccccc1)C(=O)O (centres undefined) | -10 | i | 15
Cc1cc(Nc2cc(F)ccc2C)n2nc(C)nc2n1 | -4 | i | 16

Remaining list, next part:
SMILES | OX1R antag-1 | CHT allo act | OX1R antag-2
COc1ccc(S(=O)(=O)N2CCOC2CNC(=O)C(=O)NCc2ccc(F)cc2)cc1 (centres undefined) | -12 | i | 10
Cc1ccc(Cn2nnnc2CN2CCC(NC(=O)c3ccccc3F)CC2)cc1 | -32 | i | 8
Cc1ccc(N(C)S(=O)(=O)c2cccc(C(=O)Oc3ccc4c(C)cc(=O)oc4c3)c2)cc1 | -18 | i | 17
CCCn1nc(C(=O)OCn2nnc3ccccc3c2=O)c2ccccc2c1=O | -21 | i | 8
N/C(=N\OC(=O)C1CCCCC1)c1ccccn1 | -11 | i | 3
O=C(O)CCCCCN1C(=O)/C(=C\c2cn(-c3ccccc3)nc2-c2cccs2)SC1=S | 2 | i | 9
Cc1ccsc1/C=N/NC(=O)c1ccc2nc[nH]c2c1 | -10 | i | 12
Cc1ccc(S(=O)(=O)c2nc(-c3ccccc3)oc2N2CCC(C(N)=O)CC2)cc1 | 0 | i | 4

Going on with the list.
SMILES | OX1R antag-1 | CHT allo act | OX1R antag-2
COc1cc(/C=N/n2cnnc2)ccc1OS(=O)(=O)c1ccccc1[N+](=O)[O-] | -5 | i | 14
CC(C)CN(CCNC(=O)CN1C(=O)CSc2ccc(S(=O)(=O)N3CCOCC3)cc21)CC(C)C | -14 | i | 4
Nn1cnc2sc3c(c2c1=O)CCC3 | -10 | i | 17
O=[N+]([O-])c1ccc(NCc2ccccc2)nc1 | -53 | i | 44
Cc1ccc(C(=O)NC(=S)Nc2ccc3[nH]c(=O)[nH]c3c2)cc1 | -8 | i | 17
COC(=O)CC(CP(=O)(O)CN(C)C=O)C(=O)OC (centres undefined) | 1 | i | 5
Cn1c(=O)c2c(ncn2CC(=O)N2CCN(c3ccc([N+](=O)[O-])cc3)CC2)n(C)c1=O | -13 | i | 25
COc1ccc(/C=N/NC(=O)CN2CCS(=O)(=O)CC2)cc1 | 2 | i | -1

Remaining list, next part.
SMILES | OX1R antag-1 | CHT allo act | OX1R antag-2
CC(=O)C(Sc1nnnn1-c1ccccc1)C(C)=O | 1 | i | 1
Cc1ccccc1OCCC(=O)Nc1ccc(S(=O)(=O)N(C)C2CCN(C)CC2)cc1 | -22 | i | 20
COc1ccc(C(=O)c2c3ccccc3[n+]([O-])n2Cc2ccc(C(N)=O)cc2)cc1 | -7 | i | 10
CS(=O)(=O)c1ccc(Sc2nc3ccccc3[nH]2)c([N+](=O)[O-])c1 | -34 | i | 44*
COCC(=O)NC1CCN(CC(=O)Nc2ccccc2[N+](=O)[O-])CC1 | -6 | i | 31
O=C(NCCS(=O)(=O)N1CCN(c2ccccc2F)CC1)c1ccc(F)c(F)c1 | -28 | i | 21
O=C(N/N=C/c1cnc2ccccc2n1)c1cccc(F)c1 | -12 | i | 55
O=C(Nc1cccc2ccccc12)c1ccc([N+](=O)[O-])s1 | -3 | i | 11

Continued:
SMILES | OX1R antag-1 | CHT allo act | OX1R antag-2
COc1ccc(C(=O)C2CCCN(C(=O)c3ccc(CSC)o3)C2)cc1F (centres undefined) | -40 | i | 10
COc1cccc(-c2nc(CS(=O)(=O)CC(=O)NCCCc3ccccc3)c(C)o2)c1 | -29 | i | 25
COC(=O)c1c(C)[nH]c(C(=O)NCCc2ccc(S(N)(=O)=O)cc2)c1C | -9 | i | 9
COCCN1C=C(C(=O)OC)C(c2ccc3c(c2)OCO3)C(C(=O)OC)=C1 | -19 | i | 9
CC(=O)Nc1sc(C)c(C)c1C(=O)OC1CCOC1=O (centres undefined) | -5 | i | -4
COc1ccc(N2CCN(C(=O)CCc3ccc(S(=O)(=O)NC(C)(C)C)cc3)CC2)cc1 | -11 | i | 13
CC(=O)Oc1cccc(N2C(=O)c3cccc4c([N+](=O)[O-])ccc(c34)C2=O)c1 | 28 | i | 115*
CCCCn1c(-c2ccc(OC(F)F)cc2)nc2c1c(=O)[nH]c(=O)n2CC(C)C | -42 | i | 23
Cc1ccn2c(C(=O)N/N=C\c3ccc4c(c3)OCO4)c(C)nc2c1 | -13 | i | 30

Some of these compounds in order of molecular weight, high to low:
SMILES | OX1R antag-1 | CHT allo act | OX1R antag-2
COc1ccc(N2CCN(C(=O)CCc3ccc(S(=O)(=O)NC(C)(C)C)cc3)CC2)cc1 | -11 | i | 13
Cc1ccccc1OCCC(=O)Nc1ccc(S(=O)(=O)N(C)C2CCN(C)CC2)cc1 | -22 | i | 20
COc1cccc(-c2nc(CS(=O)(=O)CC(=O)NCCCc3ccccc3)c(C)o2)c1 | -29 | i | 25
O=C(NCCS(=O)(=O)N1CCN(c2ccccc2F)CC1)c1ccc(F)c(F)c1 | -28 | i | 21
CCCCn1c(-c2ccc(OC(F)F)cc2)nc2c1c(=O)[nH]c(=O)n2CC(C)C | -42 | i | 23
COc1ccc(C(=O)c2c3ccccc3[n+]([O-])n2Cc2ccc(C(N)=O)cc2)cc1 | -7 | i | 10
COc1ccc(C(=O)C2CCCN(C(=O)c3ccc(CSC)o3)C2)cc1F (centres undefined) | -40 | i | 10
CC(=O)Oc1cccc(N2C(=O)c3cccc4c([N+](=O)[O-])ccc(c34)C2=O)c1 | 28 | i | 115*
COCCN1C=C(C(=O)OC)C(c2ccc3c(c2)OCO3)C(C(=O)OC)=C1 | -19 | i | 9
COCC(=O)NC1CCN(CC(=O)Nc2ccccc2[N+](=O)[O-])CC1 | -6 | i | 31
CS(=O)(=O)c1ccc(Sc2nc3ccccc3[nH]2)c([N+](=O)[O-])c1 | -34 | i | 44*
COc1ccc(/C=N/NC(=O)CN2CCS(=O)(=O)CC2)cc1 | 2 | i | -1
CC(=O)Nc1sc(C)c(C)c1C(=O)OC1CCOC1=O (centres undefined) | -5 | i | -4
O=C(N/N=C/c1cnc2ccccc2n1)c1cccc(F)c1 | -12 | i | 55
CC(=O)C(Sc1nnnn1-c1ccccc1)C(C)=O | 1 | i | 1

Compound activity: PubChem BioAssay, several laboratories
